# RAD54 inh: inhibitors of human RAD54 branch migration, primary screen, biochemical, fluorescence, single point; DNA repair and recombination protein RAD54-like (Homo sapiens), Q92698; 360,000 tested, 0.14% active; AID 602329, 2012; RAD54 Holliday junction branch migration, FAM/BHQ fluorescence; inhibition, % at 10.4 µM;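 active means mean normalized replicate activity at least 40 and at least half of replicates scoring 40 or more; inconclusive means only one of the two criteria met; inactive means mean below 40 and under half of replicates reaching 40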;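 further: 0% = median of neutral control wells and 100% = median of positive control wells; inhibitors cause a drop in the FAM fluorescence signal; in these data hits start at about 50%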
# Target sequence (Q92698 whole entry, looked up): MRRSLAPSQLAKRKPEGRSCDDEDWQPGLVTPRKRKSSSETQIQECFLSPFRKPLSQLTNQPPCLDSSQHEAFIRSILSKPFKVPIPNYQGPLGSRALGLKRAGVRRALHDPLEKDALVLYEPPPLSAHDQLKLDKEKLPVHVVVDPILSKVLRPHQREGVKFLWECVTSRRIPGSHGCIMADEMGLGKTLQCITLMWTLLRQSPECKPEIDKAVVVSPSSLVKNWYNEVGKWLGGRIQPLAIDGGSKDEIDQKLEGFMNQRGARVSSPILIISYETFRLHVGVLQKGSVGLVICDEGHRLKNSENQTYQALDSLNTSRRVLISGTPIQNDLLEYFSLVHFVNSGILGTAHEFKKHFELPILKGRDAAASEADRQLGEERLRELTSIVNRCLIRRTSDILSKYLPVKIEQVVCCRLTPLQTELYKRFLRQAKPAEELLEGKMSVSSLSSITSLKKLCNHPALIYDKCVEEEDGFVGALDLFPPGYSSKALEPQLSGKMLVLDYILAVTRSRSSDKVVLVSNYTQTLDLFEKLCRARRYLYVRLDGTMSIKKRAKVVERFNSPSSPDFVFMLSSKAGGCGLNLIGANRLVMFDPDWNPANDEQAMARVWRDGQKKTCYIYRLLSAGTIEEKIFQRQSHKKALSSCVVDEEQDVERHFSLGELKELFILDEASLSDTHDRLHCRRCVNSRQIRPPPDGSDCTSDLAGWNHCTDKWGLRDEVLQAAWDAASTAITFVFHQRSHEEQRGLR
# PGC1a acetyl inh: inhibitors of PGC1a acetylation signal, primary screen, cell-based, U2OS, AlphaScreen, inhibitor mode; AlphaScreen anti-acetyl-lysine; with virally co-expressed GCN5 acetyltransferase; inhibition, % at 15.6 µM; 350,000 tested, 0.17% active; AID 651687, 2012;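 active means every replicate shows inhibition of at least 40%; inconclusive means mean inhibition at least 40% but some replicate below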;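 further: 0% = neutral control wells and 100% = positive control wells; some results beyond the cut were filed as inactive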
# ERAP1 HTS inh: human ERAP1 aminopeptidase inhibitors, primary screen, biochemical, single point, plate reader; inhibition, % at 10.7 µM; Endoplasmic reticulum aminopeptidase 1 (Homo sapiens), Q9NZ08; recombinant ERAP1, Leu-AMC fluorescence, 60 min; 340,000 tested, 0.15% active;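 active means mean replicate inhibition of at least 30%, or all replicates individually reaching that 30% level; inactive means mean below 30% and not every replicate reaching it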;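 further: 0% = neutral control wells and 100% = L-leucinethiol positive control wells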
# PglD inh: C. jejuni PglD acetyltransferase inhibitors, primary screen, biochemical, DTNB colorimetric, single point | purified PglD enzyme, DTNB colorimetric CoA detection | inhibition, % at 12.5 µM | 360,000 tested, 0.098% active; in the data active means inhibition above about 16%, passing the limit was not always enough; inconclusive means no clear call, values can overlap the other calls; further: strong numbers were not always called active
# RAD52 inh: RAD52 DNA annealing inhibitors, primary screen, biochemical, FRET, single point, set 2; DNA repair protein RAD52 homolog (Homo sapiens), P43351; recombinant RAD52 DNA annealing, FRET fluorescence; inhibition, % at 18.7 µM; 360,000 tested, 0.46% active;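 active means every replicate showing at least 50% inhibition; inconclusive means mean inhibition at least 50% but not in every replicate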
# miR-122 sensor: miR-122 Renilla sensor signal increase in Huh7, primary screen, miR-122 inhibitor project, cell-based, single point, plate reader | 340,000 tested, 0.3% active | activation (reporter increase), % at 12.5 µM | Huh7 miR-122 Renilla luciferase sensor, 48 h; neutral wells = 0, positive control = 100 | AID 602342, 2012;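 active means mean replicate activation score at least 90 and every replicate individually at or above 90; inconclusive means only one of the two criteria met; inactive means neither criterion met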;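 further: higher luciferase means less miR-122 activity so hits act as miR-122 inhibitors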
# E-sel inducer: E-selectin induction in HUVECs, primary screen, imaging, HUVEC, immunofluorescence imaging, single point. normalized: neutral wells 0, TNF-alpha wells 100. 260,000 tested, 0.37% active. P16581. AID 686992, 2013. activation, % at 7.58 µM;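 active means mean E-selectin-positive cell signal at least 10% of the positive control, reached in at least 60% of replicates, without over 20% cell loss; inconclusive means no rule given, readout overlaps actives, possibly toxicity-flagged; inactive means the rest, including those meeting only one limit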;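 further: in these data hits start at about 27%; measured in HUVEC primary endothelial cells; signal is the percent of cells scored E-selectin positive by PE staining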
#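 Material: HUVEC primary endothelial cells; Amount: 3,000 cells per well; Dosing: single concentration; Medium: EGM-2 growth medium on 0.1% gelatin-coated wells; Read-out basis: percent E-selectin-positive cells; Signal: immunofluorescence imaging; Control set: TNF-alpha, DMSO.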
# Cneo AK release: Cryptococcus neoformans cell lysis inducers, primary screen, AK release luminescence, single concentration. 360,000 tested, 0.2% active. lysis activity, % at 15 µM. AID 651654, 2012. C. neoformans lysis, adenylate kinase release luminescence, 4 h; normalised: neutral wells 0, clomiphene wells 100;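 active means mean lysis activity across replicates of at least 80%, whatever share of replicates individually reach that level; inactive means mean lysis activity below 80%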
#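 Material – log-phase Cryptococcus neoformans yeast cells · Input – 5 × 10^6 yeast cells/mL · Medium – fresh YPD growth medium · Doses – single compound concentration per well · Timing – static 4 h at 37 °C with compound, 1 h detection · Detection – adenylate kinase release luminescence · Read-out – signal increase indicating cell lysis · Control set – Clomiphene as positive lysis control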
# The depositor's hits bear a star; ? = inconclusive; nt = no result given; & = joins results of further samples; [ ] = another dose, or the depositor's remark.
# Sample of the layout (six entries):
SMILES,RAD54 inh,PGC1a acetyl inh,ERAP1 HTS inh,PglD inh,RAD52 inh,miR-122 sensor,E-sel inducer,Cneo AK release
N#C[C@H]1[C@@H](c2ccccc2C2=CCCC2)[C@H](CO)N1C(=O)c1ccccn1,nt,-28,-1,nt,1,nt,-0.1,nt
Cc1cc(NC(=O)CSCC(=O)N(C)Cc2c(F)cccc2Cl)no1,11,0,2,-3,-6,-8,nt,0
O=C(O)Cc1ccc2c(c1)N(S(=O)(=O)c1cccs1)CC(C(=O)O)O2 (stereo not given),2,-3,-2,-2,-18,0,-0.3,-2
O=C(N=C1SC2CS(=O)(=O)CC2N1c1cc(Cl)ccc1Cl)C1CCCO1 (stereo not given),nt,-5,0,nt,-10,-2,nt,nt
COc1ccc(C(=O)N2CCCC(CCC(=O)NCc3ccc(F)c(F)c3)C2)cc1F (stereo not given),nt,7,0,nt,7,nt,15,nt
CC(=O)N(C)C[C@H]1Oc2ncc(C#Cc3ccccc3F)cc2C(=O)N([C@H](C)CO)C[C@H]1C,8,10,0,1,0,7[16.7 µM],-0.2,0

# This part in full, from the first entry:
SMILES,RAD54 inh,PGC1a acetyl inh,ERAP1 HTS inh,PglD inh,RAD52 inh,miR-122 sensor,E-sel inducer,Cneo AK release
N#C[C@H]1[C@@H](c2ccccc2C2=CCCC2)[C@H](CO)N1C(=O)c1ccccn1,nt,-28,-1,nt,1,nt,-0.1,nt
Cc1cc(NC(=O)CSCC(=O)N(C)Cc2c(F)cccc2Cl)no1,11,0,2,-3,-6,-8,nt,0
O=C(O)Cc1ccc2c(c1)N(S(=O)(=O)c1cccs1)CC(C(=O)O)O2 (stereo not given),2,-3,-2,-2,-18,0,-0.3,-2
O=C(N=C1SC2CS(=O)(=O)CC2N1c1cc(Cl)ccc1Cl)C1CCCO1 (stereo not given),nt,-5,0,nt,-10,-2,nt,nt
COc1ccc(C(=O)N2CCCC(CCC(=O)NCc3ccc(F)c(F)c3)C2)cc1F (stereo not given),nt,7,0,nt,7,nt,15,nt
CC(=O)N(C)C[C@H]1Oc2ncc(C#Cc3ccccc3F)cc2C(=O)N([C@H](C)CO)C[C@H]1C,8,10,0,1,0,7[16.7 µM],-0.2,0
O=C(Cc1ccccc1)Nc1nc2ccccc2s1,8,-11,nt,-2,nt,4,nt,1
CCn1c2ccccc2c2nnc(SCC(=O)Nc3c(C)n(C)n(-c4ccccc4)c3=O)nc21,1,-3,nt,4,nt,-9,0.5,-2
NC(=O)CN1N=C(c2cc(Cl)sc2Cl)CSC1=O,-3,10,nt,-2,nt,-19,nt,-1
CO[C@@H]1CN(C)C(=O)c2cc(NC(=O)C3CCCCC3)ccc2OC[C@@H](C)N(Cc2nccs2)C[C@@H]1C,3,0,-1,-1,-7,nt,0.0,3
CCN(CC)S(=O)(=O)c1cccc(NC(=O)COC(=O)C2=COCCO2)c1,6,21,1,-8,-18,-4,nt,-4
COc1ccc(NC2CCCN(C(=O)CCN3Cc4ccccc4C3=O)C2)cc1 (stereo not given),5,nt,1,-2,-2,2,nt,0
C[C@H](CO)N1C[C@H](C)[C@@H](CN(C)S(=O)(=O)c2ccccc2)Oc2ccc(NC(=O)CCN3CCOCC3)cc2C1=O,4&-4,0&4,-15&-1,-3&-1,-1&-8,2[16.7 µM],0.2&0.0,0&2
O=C(c1ccco1)N(CCCN1CCOCC1)c1nc(-c2ccc(Cl)cc2)cs1,2,-32,nt,10,nt,8,nt,-3
COC(=O)c1ccnc(SCC(=O)c2ccccc2)c1,-4,-10,1,0,-7,-4,1.7,-5
Cc1cc(C)n2nc(SCC(=O)NC(=O)c3ccccc3)nc2n1,0,2,0,3,-20,-3,0.0,1
Cc1ccccc1C(=O)OC1OC(=O)C(Cl)=C1Nc1ccc(C(=O)O)cc1 (stereo not given),nt,-10,3,nt,-9,4,nt,nt
CC(C)(C)[S@@](=O)N1Cc2cc(C(=O)N[C@H]3CCN(Cc4ccccc4)C3)nc(-c3cccc(-c4ccncc4)c3)c2[C@H]1CCO,nt,-9,2,nt,11,nt,1.9,nt
CCOc1ccccc1NC(=O)Cn1c(=O)n(CCC(=O)NC2CCCC2)c(=O)c2ccccc21,-1,3,nt,-1,nt,2,nt,-1
O=C(C1=C[C@H](c2ccc(Br)cc2)C[C@H](OCc2ccc(CO)cc2)O1)N1CCN(Cc2ccc3c(c2)OCO3)CC1,4,-3,-1,-4,-48,-6,nt,0
C#CCN(C(=O)c1cc(COc2ccc(C)c(C)c2)on1)C1CCCCC1,2,nt,0,1,-10,nt,-0.2,1
CO[C@@H]1CN(C)C(=O)c2ccc(NC(=O)NC3CCCCC3)cc2OC[C@@H](C)N(C(=O)NC2CCCCC2)C[C@H]1C,4,6,-3,0,23,13[16.7 µM],-0.3,-2
COc1ccc(-c2ccc([C@H]3[C@H]4C=CC[C@@H](C)[C@@H]4C(=O)N3Cc3ccccc3)c(F)c2)cc1OC,5,-16,-2,-5,-23,3,-0.1,1
CCc1nc(SCC(=O)N2c3ccccc3Sc3ccccc32)c2ccccc2n1,-5,?,nt,-1,nt,-5,nt,0
Cn1c(=O)c2[nH]c(Nc3ccccc3)nc2n(C)c1=O,11,25,nt,4,nt,0,nt,1
# More structures.
SMILES,RAD54 inh,PGC1a acetyl inh,ERAP1 HTS inh,PglD inh,RAD52 inh,miR-122 sensor,E-sel inducer,Cneo AK release
COc1ccccc1N1CCN(C(=O)C(=O)c2c(C)n(C)c3ccccc23)CC1,0,-10,2,1,-13,0,-0.5,5
FC(F)Oc1ccc(NC(=S)NC2CCSc3ccccc32)cc1 (stereo not given),-3,-11,0,-8,0,nt,0.0,34
C[C@H](CO)N1C[C@H](C)[C@@H](CN(C)C(=O)CC2CC2)Oc2ncc(C#CCC3CCCC3)cc2C1=O,-17,-12,2,2,-5,4[16.7 µM],-0.1,-4
C=CCSc1nc(N)c(C#N)c(-c2ccccc2)c1C#N,-10,3,nt,-6,nt,1,nt,3
Cc1ccc(NC(=O)CN(c2ccc3c(c2)OCO3)S(=O)(=O)c2c(C)n[nH]c2C)cc1,-2,-20,nt,3,-32,1,nt,-1
COc1ccc(-c2nnn(Cc3nc(N)nc(N4CCCCC4)n3)n2)cc1,2,4,nt,7,nt,-3,nt,-3
COc1cc([N+](=O)[O-])ccc1NC(=O)Nc1cnccn1,-20,0,0,3,-14,-7,-0.3,0
COC(=O)[C@H]1C[C@H](OC(=O)Nc2c(C)noc2C)[C@@]2(O)CN(S(=O)(=O)c3ccc(C)cc3)CC2[C@H]1C(=O)OC (stereo not given in full),-2,8,1,-2,-6,-5,-0.1,0
COc1ccc(NC(=O)CSc2c3c(nc4ccccc24)CCCC3)c(OC)c1,5,nt,nt,-2,nt,-13,1.8,1
CC(C)CNC(=O)c1ccc(-c2ccc(F)c(F)c2)c2ccoc12,1,1,3,-5,-4,-10,0.1,-2
CCN(CC(=O)NCc1ccc(Cl)cc1)C(=O)CCOc1ccccc1C,-2,nt,-2,4,-9,nt,0.8,0
CN1CCc2c(sc(NC(=O)c3ccco3)c2C(N)=O)C1,25,3,1,0,21,nt,nt,-2
CC1(C(=O)NCc2cccc(Cl)c2)Cc2c(-c3ccc4c(c3)OCO4)ccnc2O1 (stereo not given),11,4,-1,1,-11,1,0.4,11
COc1cccc(-c2cnc(C(O)c3c(C)ccc4ccccc34)[nH]2)c1 (stereo not given),-5,nt,-1,5,-12,8,0.1,-2
Cn1nnc2cc(C(=O)NCc3ccco3)ccc21,0,0,nt,-1,nt,0,nt,-1
CC[n+]1c(/C=C(\C)SC)sc2ccccc21,6,6,1,12,-20,-5,nt,-4
COc1cc(OC)nc(Oc2ccccc2C(=O)Oc2ccccc2Cl)n1,1,-13,7,-1,-4,1,nt,0
CCCCNCC(=O)Nc1sc(C)c(C)c1C(=O)OCC,2,0,nt,-4,nt,5,nt,2
O=C(CN1CCN(c2cccc(C(F)(F)F)c2)CC1)Nc1cccc(C(F)(F)F)c1,-4,9,nt,5,nt,-4,nt,2
CCC1Oc2ccc(Cl)cc2N(CC(=O)O)C1=O (stereo not given),nt,2,-1,nt,-18,-4,nt,nt
COC(=O)C[C@@H]1CC[C@@H]2[C@H](COC[C@H](O)CN2S(=O)(=O)c2ccccc2OC)O1,8,-4,nt,-1,nt,0[16.7 µM],-0.1,-3
Cc1ccc(NC(=O)c2ccccc2F)nc1,1,12,nt,4,nt,7,nt,-1
CC(C)NC(=O)N(C)C[C@H]1Oc2cc(C#CCN(C)C)ccc2S(=O)(=O)N([C@@H](C)CO)C[C@H]1C,7,-1,3,6,-11,7[16.7 µM],0.8,-6
NC(=O)N/N=C/c1ccc(-n2nncc2-c2ccc(Cl)cc2)cc1,-22,nt,2,nt,-12,4,nt,0
Cc1ccc(S(=O)(=O)N2CCN(S(C)(=O)=O)C2c2ccccc2)cc1 (stereo not given),0,-25,nt,0,nt,7,nt,-2

# Grouped by structure: those above containing a cyano group.
SMILES,RAD54 inh,PGC1a acetyl inh,ERAP1 HTS inh,PglD inh,RAD52 inh,miR-122 sensor,E-sel inducer,Cneo AK release
N#C[C@H]1[C@@H](c2ccccc2C2=CCCC2)[C@H](CO)N1C(=O)c1ccccn1,nt,-28,-1,nt,1,nt,-0.1,nt
C=CCSc1nc(N)c(C#N)c(-c2ccccc2)c1C#N,-10,3,nt,-6,nt,1,nt,3

# Some of the entries above in another layout.
SMILES	RAD54 inh	PGC1a acetyl inh	ERAP1 HTS inh	PglD inh	RAD52 inh	miR-122 sensor	E-sel inducer	Cneo AK release
COC(=O)[C@H]1C[C@H](OC(=O)Nc2c(C)noc2C)[C@@]2(O)CN(S(=O)(=O)c3ccc(C)cc3)CC2[C@H]1C(=O)OC (stereo not given in full)	-2	8	1	-2	-6	-5	-0.1	0
CN1CCc2c(sc(NC(=O)c3ccco3)c2C(N)=O)C1	25	3	1	0	21	nt	nt	-2

# The list continues:
SMILES,RAD54 inh,PGC1a acetyl inh,ERAP1 HTS inh,PglD inh,RAD52 inh,miR-122 sensor,E-sel inducer,Cneo AK release
Fc1cccc(Cl)c1COc1ccc(-c2nnco2)cc1,5,nt,-1,-1,-9,-1,5.5,-1
COCCNC(=O)C1CCCN(Cc2ccc(C#N)cc2)CC1 (stereo not given),6,9,3,1,18,-3,0.0,-1
COc1ccc(C2CC(c3ccccc3OC(C)=O)=NN2C(=O)/C=C/c2ccccc2)cc1 (stereo not given),2,nt,nt,-2,nt,-5,nt,0
CCC(CC)c1nnc(NC(=O)C2COc3ccccc3O2)s1 (stereo not given),13,3,nt,-1,nt,1,nt,7
COc1cc(N)ccc1Cc1ccc(N)cc1OC,4,0,nt,6,nt,-8,nt,0
COc1ccccc1S(=O)Cc1ccc(C(=O)NCCc2ccc(Cl)cc2)o1 (stereo not given),0,-5,nt,-2,nt,-6,nt,-3
COc1ccc(CN(C)C[C@H]2OCc3cn(nn3)CCCC(=O)N([C@@H](C)CO)C[C@H]2C)cc1,-11,4,0,2,-1,-5[16.7 µM],-0.1,5
